Bioassay records from PubChem.
Rin1-Abl PPI inh: blocks binding of human Rin1 to Abl | inhibition, % at 7.35 µM | 360,000 tested, 0.4% active | P00519+Q13671 | TR-FRET Rin1/Abl binding, biochemical | AID 588664; in the data active = inhibition above about 5%, passing the limit was not always enough
MT1-MMP act inh: MT1-MMP (human) activation inhibition | P50281 | GFP/RFP ratio change, % at 20 µM | HT1080 RFP-PRO-GFP cells, GFP/RFP ratio fluorescence, overnight; percent of plate control window, DMSO zero | 360,000 tested, 0.061% active | AID 651647;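 active = GFP/RFP ratio change of at least 30% with cell ATP level not reduced by more than half and red fluorescence within 50% of control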; also: strong numbers were not always called active
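Material – HT1080 RFP-PRO-GFP cells · Control set – DMSO wells and RFP-L50D-GFP cells · Incubation – overnight cell settling, then overnight compound exposure, 37 °C, 5% CO2 · Compound dosing – single-point 20 µM compound, 1% DMSO · Read-out – GFP/RFP fluorescence ratio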
NadD block: inhibitors of Staphylococcus aureus NadD | purified NadD enzyme, colorimetric absorbance read-out | inhibition, % at 20 µM | 360,000 tested, 0.78% active | AID 602399; in the data active = inhibition above about 26%; also: some compounds past the cut are filed as inactive
Rpn11 inh: inhibitors of human proteasome Rpn11; O00487; human 26S proteasome, Ub4-pepOG fluorescence polarization; 20S core pre-blocked with epoxomicin; calls only at 20 µM; 360,000 tested, 0.59% active;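 active = inhibition at 20 µM, scaled to each plate's controls, above about 33%, limit read from the data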
CSN deneddyl inh: CSN deneddylation inhibition | Q92905 | Purified CSN, SCF-Nedd8-OG deneddylation, fluorescence polarization | inhibition, % at 12.5 µM | 360,000 tested, 0.38% active;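 active = pattern-corrected inhibition above about 35%, with an unprinted fluorescence ratio check between 0.5 and 1.5, limit read from the data, passing the limit was not always enough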;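 also: 0% = enzyme with substrate and 100% = substrate without enzyme; some results filed as inactive read as strong as hits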
Target sequence (Q92905 whole entry, looked up, one chain of several): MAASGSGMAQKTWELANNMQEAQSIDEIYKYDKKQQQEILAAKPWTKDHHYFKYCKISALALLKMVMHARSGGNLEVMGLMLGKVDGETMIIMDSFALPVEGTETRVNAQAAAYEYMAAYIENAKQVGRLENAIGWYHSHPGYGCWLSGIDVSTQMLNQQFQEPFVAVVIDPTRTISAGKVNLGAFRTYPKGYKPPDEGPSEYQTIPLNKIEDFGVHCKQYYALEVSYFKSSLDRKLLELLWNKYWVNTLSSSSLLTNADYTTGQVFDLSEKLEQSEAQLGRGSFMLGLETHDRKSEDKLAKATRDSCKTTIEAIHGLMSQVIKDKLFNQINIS
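Detection – fluorescence polarization · System – HEK293T-derived human Csn5 enzyme · Controls – substrate-only high control, full reaction low control · Timing – 90 min, room temperature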
Neddylation inh: cullin neddylation inhibition; P61081+Q13564; TR-FRET cullin neddylation, biochemical; calls only at 25 µM; 360,000 tested, 0.58% active; AID 651699; in the data active = inhibition above about 36%
SKN-1 block: C. elegans SKN-1 inhibition. C. elegans VP596 Pgst-4::GFP/RFP ratio, acrylamide-induced, 24 h. inhibition, % at 21.8 µM. 360,000 tested, 0.49% active;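 active = interference check ratio from 0.5 to 1.5 plus GFP to RFP signal ratio inhibition reaching or exceeding a fixed threshold, cut at about 30% in these data, passing the limit was not always enough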; also: some compounds called inactive have numbers as strong as hits
MLLE-PAM2 inh: inhibitors of microRNA-mediated deadenylation, human PABP1 MLLE binding; P11940; GST-MLLE / FITC-PAM2 fluorescence polarization; inhibition, % at 20 µM; 360,000 tested, 0.36% active; AID 588489; in the data active = inhibition above about 35%, passing the limit was not always enough;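 also: plate controls were DMSO wells with GST-MLLE for no effect and wells lacking GST-MLLE protein for full effect; some results filed as inactive read as strong as hits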
Target sequence (P11940 whole entry, looked up): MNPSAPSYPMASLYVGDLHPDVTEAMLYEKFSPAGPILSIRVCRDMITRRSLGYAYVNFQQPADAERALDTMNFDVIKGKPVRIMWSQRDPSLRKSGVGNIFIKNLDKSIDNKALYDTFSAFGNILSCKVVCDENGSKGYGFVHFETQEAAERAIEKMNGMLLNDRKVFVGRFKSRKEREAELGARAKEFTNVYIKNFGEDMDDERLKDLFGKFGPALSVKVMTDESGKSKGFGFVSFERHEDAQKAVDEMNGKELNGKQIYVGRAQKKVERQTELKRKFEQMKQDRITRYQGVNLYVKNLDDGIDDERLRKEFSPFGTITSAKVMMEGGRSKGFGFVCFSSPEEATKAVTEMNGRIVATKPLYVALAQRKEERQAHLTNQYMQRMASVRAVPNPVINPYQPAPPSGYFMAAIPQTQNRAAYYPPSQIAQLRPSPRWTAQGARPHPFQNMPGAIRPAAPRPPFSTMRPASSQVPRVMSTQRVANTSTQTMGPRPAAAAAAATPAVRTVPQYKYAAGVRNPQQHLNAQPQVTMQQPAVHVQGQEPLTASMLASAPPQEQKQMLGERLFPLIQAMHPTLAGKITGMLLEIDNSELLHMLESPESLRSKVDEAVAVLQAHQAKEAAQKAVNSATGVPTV
FAS TE block: inhibitors of human fatty acid synthase thioesterase domain | P49327 | recombinant FAS-TE, OMFH fluorogenic substrate, fluorescence endpoint | inhibition, % at 15 µM | 360,000 tested, 0.67% active | AID 602261;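 active = compounds whose normalised, plate-corrected inhibition of enzyme fluorescence in the single-dose primary screen is 50% or more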;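 also: 0% = DMSO with enzyme and 100% = substrate without enzyme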
Active calls of the source: *; i = inactive; / = no result given; + = active, no number. Not a hit list; 3.9% or so of the library scored in one or more.

SMILES	Rin1-Abl PPI inh	MT1-MMP act inh	NadD block	Rpn11 inh	CSN deneddyl inh	Neddylation inh	SKN-1 block	MLLE-PAM2 inh	FAS TE block
C/C(=N\NC(=O)c1ccoc1C)c1cccc2ccccc12	-3	0	-8	i	7	i	-8	7	0
CCCNC(=S)NC1CC2CCC(C1)N2Cc1ccccc1 (stereo not given)	4	5	-4	i	1	i	11	-11	-7
CCOC(=O)N1CCN(C(=O)COc2ccc(S(=O)(=O)NCc3ccccc3)cc2)CC1	0	6	-4	i	-3	i	-28	6	-8
COc1ccc(CCn2c(C)cc(C(=O)CSc3nnnn3-c3ccccc3)c2C)cc1	1	2	-1	i	3	i	-6	-20	12
CCOC(=O)C1CCN(c2cc3c(cc2NC(=O)c2ccc(F)cc2)n(C)c(=O)n3C)CC1	0	3	-5	i	-2	i	1	4	20
Cc1cc(C)c2nc(NC(=O)C3CCCO3)sc2c1 (stereo not given)	-2	1	-5	i	0	i	2	7	1
CC1CCCN(C(=O)C2CCN(S(=O)(=O)c3ccc4c(c3)CC(C)N4C(=O)C3CC3)CC2)C1 (stereo not given)	15*	-1	3	i	-3	i	0	0	4
Cc1nc(NCCN2CCOCC2)c2oc3ccccc3c2n1	1	0	5	i	3	i	18	11	-7
CC1CCCC(C)N1C(=O)Cn1cc(/C=C2/C(=O)Nc3ccccc32)c2ccccc21 (stereo not given)	-4	-12	34*	/	8	i	5	-77	14
COc1cc2c(c(OC)c1O)C(=O)CO2	3	5	-2	i	0	i	4	-1	-12
OCCNc1c2ccccc2nc2c(F)c(F)c(F)c(F)c12	-1	-57	-1	i	-5	/	2	8	-4
CCOc1ccccc1NC(=O)C1CCCN(S(=O)(=O)c2ccc3c(c2)C(C)(C)C(=O)N3C)C1 (stereo not given)	0	-2	0	i	-1	i	10	-8	5
C/C(=N\NC(=O)COc1ccccc1-c1ccccc1)c1ccc(O)cc1O	-7	-7	19	i	0	i	-5	-6	19
Cc1ccc(NC(=O)/C(=C/c2cccs2)NC(=O)c2ccco2)c(C)c1	4	-1	-3	i	1	i	10	-2	-8
COc1ccc(C(=O)NCc2nnc(SCC(=O)c3ccc(F)cc3)n2C)cc1OC	4	1	-6	i	0	i	-9	14	-7

Look-ups from the entries so far:
CCOC(=O)N1CCN(C(=O)COc2ccc(S(=O)(=O)NCc3ccccc3)cc2)CC1 @ CSN deneddyl inh = -3
CC1CCCN(C(=O)C2CCN(S(=O)(=O)c3ccc4c(c3)CC(C)N4C(=O)C3CC3)CC2)C1 (stereo not given) @ CSN deneddyl inh = -3
Cc1nc(NCCN2CCOCC2)c2oc3ccccc3c2n1 @ NadD block = 5
COc1ccc(CCn2c(C)cc(C(=O)CSc3nnnn3-c3ccccc3)c2C)cc1 @ MT1-MMP act inh = 2
C/C(=N\NC(=O)c1ccoc1C)c1cccc2ccccc12 @ CSN deneddyl inh = 7
COc1ccc(C(=O)NCc2nnc(SCC(=O)c3ccc(F)cc3)n2C)cc1OC @ Rin1-Abl PPI inh = 4

(cont.)
SMILES	Rin1-Abl PPI inh	MT1-MMP act inh	NadD block	Rpn11 inh	CSN deneddyl inh	Neddylation inh	SKN-1 block	MLLE-PAM2 inh	FAS TE block
COc1ccc([C@H]2CC(=O)C=C(c3ccc(F)nc3)C2)cc1OC	0	1	1	i	5	i	-11	8	1
CCOc1ccc(NC(=O)c2ccc(NC(=O)c3ccc(NC(N)=O)cc3)cc2)cc1	-3	3	-1	+	19	i	12	-29	-6
COc1cccc(CNC(=O)[C@@H](C)N2C(=O)N3CCc4c([nH]c5ccc(OC)cc45)C3(C)C2=O)c1 (stereo not given in full)	3	4	1	i	6	i	4	-8	1
Cc1ccc(NS(=O)(=O)c2cn(C)c(=O)n(C)c2=O)c(C)c1	-3	2	8	i	12	i	10	-7	-3
Cc1cccc(C)c1NC(=O)CCCSc1nnc(-c2ccc(F)cc2)n1-c1ccccc1	1	-9	11	i	-16	i	1	-53	1
CC(NCc1ccc(S(N)(=O)=O)cc1)C(=O)Nc1cccc(Cl)c1 (stereo not given)	-1	-4	-1	i	-1	i	8	-6	-7
CCCN(CCC)C(=O)C1CCC(CNS(=O)(=O)c2cccc3nsnc23)CC1 (stereo not given)	1	3	2	i	-1	i	18	-3	-4
COc1cccc2cc(C(=O)C3=C(O)C(=O)N(CCN(C)C)C3c3ccc(Cl)cc3)oc12 (stereo not given)	-7	2	5	i	1	i	4	1	7
Cc1cc(C(=O)NC2CC(C)(C)Cc3c2cnn3-c2ccc(F)cc2)nn1C (stereo not given)	1	4	-3	i	8	i	-5	5	-6
Cc1cccc(NC(=O)C2CCCN(S(=O)(=O)c3ccc4[nH]c(=O)ccc4c3)C2)c1 (stereo not given)	-3	-2	2	i	1	i	-5	-7	-2
CC(=O)Nc1nc(-c2ccc3ccccc3c2)cs1	-1	3	-3	i	0	i	-1	3	2
CCOc1ccc(CN2CCN(Cc3c[nH]c4ccccc34)CC2)cc1	5	1	-7	i	-2	i	-14	14	-2
COC(=O)Cn1c(CCS(=O)(=O)c2ccc(Cl)cc2)nc2ccccc21	3	1	-4	i	1	i	5	-7	0
O=C(O)c1cc([N+](=O)[O-])ccc1NCc1ccccn1	-1	1	-5	i	0	i	1	17	-7
Cn1c(=O)[nH]c(=O)c2c1nc(N1CCCCC1)n2CC(O)COc1ccc([N+](=O)[O-])cc1 (stereo not given)	1	3	-2	i	6	i	-7	7	11
COc1ccc(CCNC(=O)C2CCN(Cc3nc(-c4ccc(Cl)cc4)oc3C)CC2)cc1OC	-4	0	-10	i	-3	i	-15	-2	-7
CCCCNC(=O)C1(C)CCCCN1C(=O)c1cc(C#N)cs1 (stereo not given)	-3	-3	-1	i	2	i	10	-12	-9
O=C1CCCN1C(=O)CSc1nnnn1-c1ccccc1	-2	1	-1	i	-4	i	7	-8	1
O=[N+]([O-])c1cccc(S(=O)(=O)NCCOc2cccc3cccnc23)c1	10*	-2	1	i	-2	i	-2	-7	18
CCc1nnc(NC(=O)CSc2nnc(CNc3cccc(Cl)c3)n2CC)s1	5	0	-2	i	1	i	-1	-4	-6
CN(Cc1c(F)cccc1Cl)S(=O)(=O)c1cccs1	0	2	-3	i	2	i	-8	-4	20
Cc1csc(NC(=O)c2cccc(S(=O)(=O)N3CCN(C)CC3)c2)n1	9	2	-1	i	1	i	-1	-6	0
CC(=O)NC(Cc1ccccc1)C(=O)N1CCN(C(=O)c2cccs2)CC1 (stereo not given)	-1	2	-4	i	6	i	0	1	-10
CCC(=O)c1ccc(OCC(O)Cn2c(C)nc3ccccc32)cc1 (stereo not given)	-4	-3	0	i	-4	i	-5	-3	-5
COC(=O)c1ccc(/C(O)=C(\C#N)c2nc3ccccc3s2)cc1	3	-6	-3	i	-2	i	-6	1	-1
CN(C(=O)/C=C/c1ccccc1)C1CCCCC1	2	2	0	i	4	i	-2	1	0
C/C(=C\C#N)n1nc(C)cc1N	1	5	1	i	-2	i	-3	4	-9
N=C(N)SCCc1cccc(CCSC(=N)N)c1	0	-1	3	i	-5	i	-10	7	-3
O=C(Cc1cccs1)N1CCN(c2ccc(F)cc2)CC1	0	-1	-1	i	-3	i	-17	-9	-7
Cc1ccc(S(=O)(=O)N2CCN(CCOc3c(Cl)cccc3Cl)CC2)cc1C	2	-2	2	i	-5	i	-15	15	29
O=c1c2ccccc2ncn1-c1cccc(Br)c1	-1	-2	-5	i	-2	i	12	0	-2
CC1(C(=O)Nc2ccc(Cl)c(C(F)(F)F)c2)Cc2c(-c3ccccc3)ccnc2O1 (stereo not given)	-3	0	-8	i	1	i	12	-2	10
COc1ccc(-c2nnc(SC(C)C(=O)NNC(=O)c3ccc(C)cc3)o2)cc1 (stereo not given)	2	-1	-7	i	-9	i	7	12	-9
Cc1c(C(=O)OC(C)C)sc2nc[nH]c(=O)c12	-8	-2	9	i	7	i	4	-9	5
O=C(c1cc2cc(Cl)ccc2[nH]1)N1CCN(c2ccccc2F)CC1	2	4	-2	i	-2	i	16	-3	14
COc1ccccc1NC(=O)NCCC1=CCCCC1	1	1	-4	i	-4	i	13	-5	10
CC(C)c1ccc(NC(=O)C2Cc3c(-c4cccc(F)c4)ccnc3O2)cc1 (stereo not given)	-4	6	2	i	0	i	4	0	50*
COc1ccc2c(c1)C1(Nc3ccccc3-c3nc4ccccc4n31)C(=O)N2 (stereo not given)	4	-4	4	i	0	i	24	2	-2
FC(F)(F)c1cccc(NC(=S)Nc2cccc(Cl)c2)c1	0	1	0	i	-3	i	16	20	30
COC(=O)C1=C(C)NC(C)=C(C(=O)OC)C1c1ccc(-c2cccc(Cl)c2Cl)o1	1	0	-2	i	1	i	-5	24	24
COc1ccc(NCC(=O)n2c(C)c(C)c3ccccc32)cc1OC	0	4	1	i	-1	i	12	4	3
CC1CC(=NNC(=O)C2COc3ccccc3O2)CC(C)(C)C1 (stereo not given)	2	-1	-4	i	-1	i	-14	-11	2
CC1CCN(c2nc3ccc(C(=O)O)cc3s2)CC1	-3	-2	-3	i	8	i	-22	-4	-6
Cc1ccc(C(=O)Nc2nnc(Cc3ccccc3)s2)cc1	0	4	2	i	-3	i	-5	13	-6
CCC1CCCCN1C(=O)CSc1nnc(-c2ccc3c(c2)OCCO3)o1 (stereo not given)	-2	20	3	i	3	i	13	-94	2
COc1ccc(CCN2CCCn3c2nc2c3c(=O)n(CC(C)C)c(=O)n2C)cc1OC	1	-4	-8	i	2	i	-9	10	-1
CN(C)C=Nc1c(Br)cc(Br)c2nonc12	-3	-150	-2	/	65	i	26	20	-221
O=C(NC1CCCCC1)N1CCC(n2c(=O)[nH]c3ccccc32)CC1	2	6	4	i	2	i	-5	11	-2
COc1cc(/C=N/NC(=O)c2nnn(-c3nonc3N)c2C(C)C)ccc1OCc1ccc(F)cc1	-2	-6	11	i	4	i	-10	14	28
Cc1ccc(OCC(=O)N/N=C/C=C/c2ccco2)c(Br)c1	6	2	8	i	19	i	1	-4	8
COc1cc(CN2CCCC(C)C2)ccc1OCc1ccccc1 (stereo not given)	0	3	-10	i	-6	i	14	-1	-3
Cc1ccc(-c2nnc(SCC(=O)N3c4ccccc4NC(=O)C3(C)C)n2N)cc1	1	-1	2	i	-1	i	19	-57	-2
COc1cc(NC(=O)c2ccccc2)c(OC)cc1NC(=O)CN1CCN(c2ccccn2)CC1	0	5	4	i	1	i	2	-4	8
CCCCCc1cc(=O)oc2c(C(CCN3CCN(c4ccccc4)CC3)c3ccc(N(C)C)cc3)c(OC)cc(OC)c12 (stereo not given)	3	1	13	i	3	i	12	14	14
NC(=O)CCn1c(C(=O)c2ccc(Cl)cc2)c2ccccc2[n+]1[O-]	0	-1	-2	i	2	i	20	-5	-17
c1ccc(OCCCn2nnc(-c3cccnc3)n2)cc1	0	7	8	i	-9	i	-12	3	0
C=CCN1C(=O)CN=C1Nc1cccc(C)c1	0	-4	4	i	5	i	0	4	-10
C=C1CCN(c2ccc(C(=O)NCc3ccc(C)cc3)cc2[N+](=O)[O-])CC1	4	0	-6	i	-7	i	9	6	18
CC1CCN(C(=O)CSc2nncn2-c2ccccn2)CC1	-4	5	3	i	-3	i	30	39*	-5

Grouped by structure: the entries above containing a CF3 group
SMILES	Rin1-Abl PPI inh	MT1-MMP act inh	NadD block	Rpn11 inh	CSN deneddyl inh	Neddylation inh	SKN-1 block	MLLE-PAM2 inh	FAS TE block
CC1(C(=O)Nc2ccc(Cl)c(C(F)(F)F)c2)Cc2c(-c3ccccc3)ccnc2O1 (stereo not given)	-3	0	-8	i	1	i	12	-2	10
FC(F)(F)c1cccc(NC(=S)Nc2cccc(Cl)c2)c1	0	1	0	i	-3	i	16	20	30
